Kir21 block – blocks the mouse Kir2.1 inward-rectifier potassium channel; P35561; HEK293-Kir2.1, FluxOR thallium flux fluorescence; active compounds read low; B-score at 10 µM; 310,000 compounds, 0.85% hits;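 active = fluorescence ratio B-score at or below minus 3 SD of library scores, with starting-brightness B-score within 2 SD, cut at about -4.2 in these data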;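 also: channel flux triggered by added potassium and thallium sulfate stimulus; B-score of peak minus minimum fluorescence over baseline after thallium stimulus; more negative B-score means stronger Kir2.1 block with less thallium influx; some compounds called inactive have numbers as strong as hits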
Target sequence (P35561 whole entry, looked up): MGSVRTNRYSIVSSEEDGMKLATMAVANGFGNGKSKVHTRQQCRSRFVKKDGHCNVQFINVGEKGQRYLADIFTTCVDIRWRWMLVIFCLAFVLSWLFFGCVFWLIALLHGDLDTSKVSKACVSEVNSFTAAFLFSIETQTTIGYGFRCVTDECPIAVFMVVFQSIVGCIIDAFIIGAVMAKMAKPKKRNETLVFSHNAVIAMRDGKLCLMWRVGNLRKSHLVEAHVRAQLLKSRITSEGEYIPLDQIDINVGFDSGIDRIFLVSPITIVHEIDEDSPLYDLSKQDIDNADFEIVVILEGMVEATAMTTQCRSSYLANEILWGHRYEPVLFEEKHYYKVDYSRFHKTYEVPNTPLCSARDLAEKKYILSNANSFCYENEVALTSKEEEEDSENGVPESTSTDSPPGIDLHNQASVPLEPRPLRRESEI
STK33 kinase inh – human STK33 kinase inhibition; Q9BYT3; purified STK33, MBP phosphorylation, ADP-Glo luminescence; inhibition, % at 10 µM; 320,000 compounds, 0.073% hits;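 active = inhibition at or above 25%, using the most active replicate where run in duplicate; inactive = inhibition below 25%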
Target sequence (Q9BYT3 whole entry, looked up): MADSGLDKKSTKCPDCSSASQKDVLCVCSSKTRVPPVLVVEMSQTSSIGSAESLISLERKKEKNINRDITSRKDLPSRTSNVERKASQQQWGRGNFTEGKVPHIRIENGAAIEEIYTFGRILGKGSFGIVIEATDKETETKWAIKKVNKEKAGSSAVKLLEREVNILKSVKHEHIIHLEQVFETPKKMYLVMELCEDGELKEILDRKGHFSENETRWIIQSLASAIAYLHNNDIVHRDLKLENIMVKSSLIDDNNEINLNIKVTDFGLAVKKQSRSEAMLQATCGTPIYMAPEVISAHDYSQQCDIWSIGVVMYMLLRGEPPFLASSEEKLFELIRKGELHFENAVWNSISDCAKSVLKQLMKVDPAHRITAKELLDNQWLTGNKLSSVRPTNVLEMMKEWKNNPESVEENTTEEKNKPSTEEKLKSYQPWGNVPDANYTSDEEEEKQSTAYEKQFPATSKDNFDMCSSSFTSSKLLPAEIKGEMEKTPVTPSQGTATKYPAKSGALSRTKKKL
Starred values were filed as active, the others as inactive; . = not tested or not shown.

SMILES	Kir21 block	STK33 kinase inh
CC1(c2ccc(OC(F)F)cc2)NC(=O)N(CC(=O)Nc2ccc(S(N)(=O)=O)cc2)C1=O (stereo not drawn)	-0.31	.
CCOC(=O)N1CCC(N2CCN(CCC(C)C)C(CCO)C2)CC1 (stereo not drawn)	1.5	-1.6
Cc1nc2ccc(NS(=O)(=O)c3ccc(F)c(C)c3)cc2[nH]1	-1.8	-1.2
CCOC(=O)c1c(C)oc2ccc(O)c(CN3CCCCC3)c12	-4.1	-0.9
CCC(C)NC(=O)CSc1nc2scc(-c3ccccc3)c2c(=O)[nH]1 (stereo not drawn)	2.4	-0.7
COc1ccc(Br)cc1/C=N/NC(=O)c1cccnc1	0.3	-4.1
Cc1c(C(=O)Nc2ccc(Cl)cn2)oc2ccccc12	-1.5	4.5
COc1ccc(C(C(=O)NC2CCCC2)N(C(=O)c2csnn2)C2CC2)cc1 (stereo not drawn)	0.35	-1.1
Cc1ccc(S(=O)(=O)N2CCN(C(=O)CSc3ccccn3)CC2)c(C)c1	-1.6	-0.4
Cc1ccc(C(OCC(O)CN2CCCCC2)c2ccccc2)cc1 (stereo not drawn)	-2.5	0.9
COC(=O)CCC(=O)N1CCCC(C(=O)c2cc(F)ccc2F)C1 (stereo not drawn)	0.13	-0.6
CN(CCC1CCCCO1)C(=O)c1cc(COc2ccc(F)cc2F)on1 (stereo not drawn)	-0.39	-1.7
OCC[C@@H]1C[C@H](O)[C@@H](O)[C@@]2(Cc3ccccc3O2)O1	-0.3	-1.1
COc1ccc(C(C)=O)cc1COc1nc(C)nc2ccccc12	-0.43	-1.2
C/C(=N\NC(=O)OC(C)(C)C)c1cccc([N+](=O)[O-])c1	-1.6	-0.3
O=C(Nc1nnc(S(=O)(=O)N2CCCCC2)s1)c1cccc(Br)c1	0.17	-1.6
COc1cc(NC(=O)c2cc3c(=O)n(C)c4ccccc4c3n2C)cc(OC)c1OC	0.25	1.7
S=C(NCCc1c[nH]c2ccccc12)NC1CC1	-0.04	0.5
CC(CO)NCC12CC3CC(CC(C3)C1)C2 (stereo not drawn)	0.45	1.0
CCS(=O)(=O)N1CCC(C(=O)NCCC2=CCCCC2)CC1	0.46	-1.4
CCOc1ccc2nc(CN3CCN(Cc4ccsc4)C(CCO)C3)ccc2c1 (stereo not drawn)	-0.15	-1.1
Cc1cccc(OCCn2ccnc2)c1C	-0.25	-3.3
Cc1cccc(NC(=S)NC(=O)CCc2ccccc2)c1C	0.65	-0.5
CC(C)(C)c1csc(NC(=O)c2c(F)c(F)c(F)c(F)c2F)n1	-0.01	-2.3
COc1ccc2nc(N3CCC(O)CC3)c(C#N)cc2c1	0.08	2.3
SMILES	Kir21 block	STK33 kinase inh
COc1ccc([N+](=O)[O-])cc1N(CC(O)CN(CC(C)C)CC(C)C)S(=O)(=O)c1ccccc1 (stereo not drawn)	0.16	-0.6
COc1ccc(NC(=O)N2CCN(c3nc(-c4cccc(OC)c4)cs3)CC2)cc1	0	0.8
Clc1cccc(Nc2nc(N3CCOCC3)nc(N3CCOCC3)n2)c1	2.5	3.5
CC(C)[C@H](NC(=O)N1CC(=O)Nc2ccccc21)C(=O)N[C@@H](Cc1c[nH]c2ccccc12)C(=O)O	1.3	-2.1
Cc1onc(-c2ccccc2Cl)c1C(=O)Nc1ccc(CN2CCCC2)cc1	-0.35	0.9
Cc1ccccc1Cn1ccc(NC(=O)c2onc(C)c2Cl)n1	-0.27	3.4
COC(=O)Cc1ccc(NC(=O)C(c2ccccc2)c2ccccc2)cc1	0.21	-1.1
CC(C)(C)OC(=O)[C@H](CCCCN)NC(=O)c1[nH]cnc1C(=O)N[C@@H](Cc1ccccc1)C(=O)OCc1ccccc1	.	1.6
CSc1ccc(CNc2cccc3ccccc23)cc1	1.6	-0.2
Cc1ccc(N(CC(=O)Nc2cccc(C)c2)S(=O)(=O)c2cccc3nonc23)cc1	-2.5	0.0
COc1ccc(C(=O)NC(=S)N(C)C2CCCCC2)cc1Br	0.72	-1.0
O=S(=O)(c1ccc(-n2cnnn2)cc1)N1CCNCC1	-0.46	-2.4
CC1(C)OC(=O)C(=CNn2cnc3ccccc3c2=O)C(=O)O1	-1.8	0.4
O=[N+]([O-])c1cc(-n2cnnn2)ccc1N1CCC(Cc2ccccc2)CC1	0.97	-1.8
Cc1ccc(-n2c(N)c(-c3nc4ccccc4n3C)sc2=S)cc1	-0.19	1.4
CN(CCc1ccccn1)C(=O)Nc1ccc(Cl)cc1	-0.91	-1.2
CCn1nnnc1SCC(=O)NCc1ccco1	-1	-1.4
CCOC(=O)C1CCN(C(=O)Nc2ccc3snnc3c2)CC1	-1.3	2.2
CCN1C(=O)[C@H]2[C@@H](c3ccc(-c4ccc(F)cc4)c(OC)c3)N3CCC[C@@]3(C(=O)OC)[C@H]2C1=O	1.7	-0.1
O=C(O)c1ccc(-c2noc(-c3ccccc3Cl)n2)cc1	1.1	1.6
CN(C)CCNC(=O)c1ccc(-c2nn(C)c(=O)c3ccccc23)cc1	2.8	-0.2
COc1cc([N+](=O)[O-])cc2sc(NC(=O)c3c(F)cccc3F)nc12	0.26	-0.1
O=c1cc(-c2cccc(Cl)c2)oc2cccc(O)c12	0.03	-0.1
CCOc1ccccc1C(c1c(C)n(C)n(-c2ccccc2)c1=O)c1c(C)n(C)n(-c2ccccc2)c1=O	0.15	-1.6
Cc1ccc(N(C)S(=O)(=O)c2ccc(-c3cnc(C4CC4)o3)cc2)cc1	-0.13	-0.3
SMILES	Kir21 block	STK33 kinase inh
CC(OC(=O)[C@@H](NC(=O)c1ccco1)C(C)C)C(=O)Nc1ncc(Cl)cc1Cl (stereo partly drawn)	.	-2.4
C=CCNc1nnc(Sc2ncccc2[N+](=O)[O-])s1	-0.86	-2.4
O=C(CCCn1cncn1)N1CCCC(N2CCN(c3ccc(F)cc3)CC2)C1 (stereo not drawn)	1.4	-1.7
CC(C)C[C@H](NC(=O)OC(C)(C)C)C(=O)N[C@@H](CO)[C@H](O)[C@@H]1C[C@@H]1C(=O)N1CCCC1	-0.31	0.9
COC(=O)C1=C(C)NC2=C(C(=O)CC(C)(C)C2)C1c1ccccn1 (stereo not drawn)	-0.31	-0.1
CCCCN1CN(Cc2ccccc2)CNC1=S	-0.02	-1.4
Cc1c(Cl)ccc2c(C(=O)NCCCn3nccc3C)cc(-c3ccccn3)nc12	-0.09	-0.8
CC(=O)OCC1=C(C(=O)O)N2C(=O)C(NC(=O)CCn3nc(C)c(Cl)c3C)C2SC1 (stereo not drawn)	2.2	-1.4
CCc1ccc2oc(-c3cc(N)ccc3O)nc2c1	2.4	2.0
CC1CCCCN1C(=O)COc1ccc(NC(=O)c2ccco2)cc1 (stereo not drawn)	1.1	-1.2
O=C(CSc1ccc(Br)c2cccc(Cl)c12)Nc1ccc(S(=O)(=O)Nc2nccs2)cc1	-0.36	-0.4
CCC1CCCCN1CC(=O)c1c(C)[nH]c2ccccc12 (stereo not drawn)	-0.57	0.8
Cc1ccc(NC(=O)CC2S/C(=N/N=C/C=C/c3ccccc3)NC2=O)cc1Cl (stereo not drawn)	0.67	0.0
CC1CN(Cc2nc3c(c(=O)n(C)c(=O)n3C)n2CC(=O)c2ccccc2)CC(C)O1 (stereo not drawn)	0.27	-0.8
Cc1c(C(=O)N2CCOCC2)c(S(=O)(=O)Nc2ccc(F)cc2)c(C)n1C	-0.09	-1.7
CCCCc1noc(-c2c(-c3ccccc3Cl)noc2C)n1	0.94	0.1
O=C(NCc1ccccc1Br)c1ccncc1	-0.21	-0.9
COc1cc(C(=O)NCc2nnc(SCC(=O)NC3CCCCC3)o2)cc(OC)c1OC	0.7	-1.7
Cc1cn(C2CC(OC(=O)C(C)C)C(CO)O2)c(=O)[nH]c1=O (stereo not drawn)	.	-0.5
N#Cc1nc(COc2ccccc2)oc1N1CCN(c2cccc(Cl)c2)CC1	1.3	-0.8
COc1ccc(CC(=O)OCc2cc3ccccc3[nH]c2=O)cc1	1.6	-0.4
Cc1ccc(N/C=C(\C#N)c2ccc(OCCCF)cc2)cc1	-1.1	-1.9
Cc1nc2oc3c(NCc4ccccc4)ncnc3c2c2c1COC(C)(C)C2	0.31	1.1
O=C(c1ccc(F)cc1)N1CCOCC1	0.39	-1.4
C/C(O)=C(/N=O)C(=O)Nc1ccccc1	-3.5	-1.4
SMILES	Kir21 block	STK33 kinase inh
N#Cc1nc(-c2ccccc2Cl)oc1N1CCOCC1	0.33	0.6
COc1ccc(C(=O)c2oc3ccc(OC)cc3c2N)cc1	0.41	0.3
O=C(CC1C(=O)NCCN1Cc1c(F)cccc1Cl)NCCCOc1cccnc1 (stereo not drawn)	0.08	0.1
COc1ccc(-c2nc3nc(C)cc(=O)n3[nH]2)cc1	-0.18	-1.4
CC/C(O)=C1\C(=O)CCCC1=NCc1nc2ccccc2[nH]1	-0.69	-0.4
C=CCn1c(SCC(=O)Nc2sccc2C(N)=O)nc2ccc(Cl)cc2c1=O	0	-0.5
CCOc1ccccc1/C=N/Nc1ccnc(=O)[nH]1	0.32	1.2
CC(=O)c1ccc(NC(=O)C2C3C=CC(O3)C2C(=O)O)cc1 (stereo not drawn)	-1	1.1
O=C(CCCOc1cccc(Br)c1)NC1CCC(O)CC1 (stereo not drawn)	0.08	-2.1
Cc1csc(NC(=O)c2ccc3ccccc3n2)n1	0.56	-2.1
CC1(C)N=C(SCC(=O)Nc2ccccc2)C(c2ccc(Cl)cc2)=N1	0.96	0.6
O=C(NCCc1ccccc1)c1cc(-c2ccncc2)nc2ccc(S(=O)(=O)N3CCOCC3)cc12	-0.69	-2.2
CCCCNC(=O)c1ccc(CS(=O)(=O)c2cccc(C(F)(F)F)c2)o1	-0.27	-0.2
COC(=O)c1cnn(-c2cc(Oc3cccc(C)c3)ncn2)c1N	-0.22	-1.0
COc1ccc(CNC(=O)CN2C(=O)CSc3ccc(S(=O)(=O)N4CCOCC4)cc32)c(OC)c1	-0.18	-2.4
CN1CCN(C(=O)C2CCN(c3ncnc4c3nc3n4CCCCC3)CC2)CC1	0.65	0.7
CC1CC(C)CN(CC(O)COCc2ccccc2)C1 (stereo not drawn)	-1.1	-2.3
c1csc(-c2nc3nc4ccccc4nc3n2Cc2ccc3c(c2)OCO3)c1	.	-0.4
c1ccc(-n2nnnc2SCc2cccc(CSc3nnnn3-c3ccccc3)n2)cc1	-1.4	-1.2
O=Cc1cccn1Cc1ccc(Cl)cc1Cl	0.03	-0.8
CC(C)(Oc1ccc(Cl)cc1)C(=O)NCc1ccc(S(N)(=O)=O)cc1	-0.01	-1.2
O=C(CN1C(=O)/C(=C\c2cccs2)SC1=S)Nc1cccc(C(=O)O)c1	-0.03	-1.8
COc1ccc(NC(=O)C2CCCN(S(=O)(=O)c3ccc4c(c3)oc(=O)n4C)C2)c(OC)c1 (stereo not drawn)	0.87	-0.8
CC1(C)CCCN(C(=O)c2ccc3c(c2NCCO)C(=O)c2ccccc2C3=O)C1	0.04	3.0
O=C1CC(c2ccccc2Cl)CC(O)=C1C=Nc1ccccc1 (stereo not drawn)	0.21	-0.8

Three entries from above, as a markdown table:
| molecule | Kir21 block | STK33 kinase inh |
| --- | --- | --- |
| N#Cc1nc(COc2ccccc2)oc1N1CCN(c2cccc(Cl)c2)CC1 | 1.3 | -0.8 |
| COc1ccc(C(C)=O)cc1COc1nc(C)nc2ccccc12 | -0.43 | -1.2 |
| O=C(Nc1nnc(S(=O)(=O)N2CCCCC2)s1)c1cccc(Br)c1 | 0.17 | -1.6 |

Additional results follow.
SMILES	Kir21 block	STK33 kinase inh
CCc1ccccc1NC(=O)CN(C)C(=O)c1cccc(S(=O)(=O)N2CCCCCC2)c1	.	-0.5
NC(=O)C(c1ccccc1)c1ccc(C(=O)c2ccccc2)cc1 (stereo not drawn)	0.36	-4.5
Cc1cc(C)c2cc(C(=O)N3CCC(N4CCCCC4)CC3)[nH]c2c1	-2.2	0.7
CCC(=O)N/N=C/c1ccc(-c2ccc([N+](=O)[O-])cc2)o1	0.38	0.3
CCCCn1c(N)c(N(CCC(C)C)C(=O)c2[nH]c(C)c(C(=O)OCC)c2C)c(=O)[nH]c1=O	-0.22	-0.7
Cc1ccc(CSCC(=O)NN=C2CCN(C)CC2)cc1	1	0.2
CN(C(=O)COC(=O)CNC(=O)c1ccc(Cl)cc1Cl)c1ccccc1	-0.64	0.6
O=C(Nc1ccccc1)c1ccc(-c2ccc(F)cc2)s1	0.6	-1.3
O=C(CCNS(=O)(=O)c1ccccc1C(F)(F)F)NCC(c1ccco1)N1CCCCC1 (stereo not drawn)	-0.31	0.0
NCCNC(=O)c1c(NC(=O)c2ccccc2)sc2c1CCCC2	0.03	1.7
COc1cc(OC)c(-c2nc(-c3ccncc3)no2)cc1OC	1	-0.9
Cc1ccc(OCC(=O)c2cc(C)n(CC(F)(F)F)c2C)c([N+](=O)[O-])n1	-1.6	-2.5

For reference, some entries already given:
SMILES	Kir21 block	STK33 kinase inh
Cc1cc(C)c2cc(C(=O)N3CCC(N4CCCCC4)CC3)[nH]c2c1	-2.2	0.7
CCC(=O)N/N=C/c1ccc(-c2ccc([N+](=O)[O-])cc2)o1	0.38	0.3

Some of the entries so far, as labelled records:
Molecule: COc1ccc(-c2nc3nc(C)cc(=O)n3[nH]2)cc1
  Kir21 block = -0.18
  STK33 kinase inh = -1.4
Molecule: N#Cc1nc(COc2ccccc2)oc1N1CCN(c2cccc(Cl)c2)CC1
  Kir21 block = 1.3
  STK33 kinase inh = -0.8
Molecule: CC1(c2ccc(OC(F)F)cc2)NC(=O)N(CC(=O)Nc2ccc(S(N)(=O)=O)cc2)C1=O (stereo not drawn)
  Kir21 block = -0.31
  STK33 kinase inh = .
Molecule: O=[N+]([O-])c1cc(-n2cnnn2)ccc1N1CCC(Cc2ccccc2)CC1
  Kir21 block = 0.97
  STK33 kinase inh = -1.8

Screens from PubChem.
